From PubChem BioAssay
Pin1 inh – qHTS Assay to Find Inhibitors of Pin1; Pin1 FP peptide displacement, HiFluor488, 10 min; AID 504891, 2011; Peptidyl-prolyl cis-trans isomerase NIMA-interacting 1 (Homo sapiens), Q13526; 390,000 tested, 0.009% active; Potency, µM (series often up to 115 µM), without a hit: at the highest dose activity, negative = inhibition, usual class: inhibitors; active = well fitted inhibition curve with a large enough effect in the polarisation, with a control signal flat, not every such curve was filed as active; inconclusive = small, poorly fitted or top-dose-only effect, or effect the other way, or a change in a side signal; inactive = no such curve, though single readings can be large or run the other way; the % refers to the polarisation; note: potency is the fitted concentration of half-maximal effect; % is set by controls: 0 for no effect and ±100 for the full control effect
BAZ2B inh – qHTS Assay for Inhibitors of BAZ2B. Bromodomain adjacent to zinc finger domain protein 2B (Homo sapiens), Q9UIF8. AlphaScreen BAZ2B-H3K14Ac peptide displacement. Potency, µM (titrated, usually from 114 µM), for the others: at the top dose activity change, negative = inhibition, most hits filed as inhibitors. 360,000 tested, 4.4% active; note: potency is the fitted concentration of half-maximal effect; % is set by controls: 0 for no effect and ±100 for the full control effect; nearly all actives have a fitted effect of over 60% in size
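BAZ2B (50 nM) with biotin-H3(5-23)K14Ac peptide (50 nM) in PBS pH 7.4, 0.01% Tween-20, preformed 30 min, then compound 30 min at room temperature; top concentration 110uM. AlphaScreen streptavidin donor/nickel chelate acceptor beads (10 ug/mL final), 20 min dark, signal read.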
PI4K2A block – qHTS for small molecular inhibitors of PI4K2A. purified PI4K2A, ADP-Glo luminescence, 1 h; stronger effect = lower value. activity change, negative = inhibition, % at 76.9 µM. 420,000 tested, 0.13% active; in the data active = activity change below about -50%; inconclusive = mostly about -30% to -49%;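 note: -100% = wells without enzyme as full effect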
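PI4K2A activity was measured by ADP-Glo luminescence: enzyme (4 ug/mL stock) and phosphatidylinositol (1.2 mM stock) in Tris pH 7.5/MgCl2/EGTA/Triton X-100 buffer were reacted with ATP (300 microM stock) for one hour at ambient temperature.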
Tb PGK inh – qHTS Assay to Find Inhibitors of Phosphoglycerate Kinase | Phosphoglycerate kinase, glycosomal (Trypanosoma brucei brucei), P07378 | PGK/GAPDH coupled, Kinase-Glo luminescence, 60 min | Potency, µM (top dose mostly 57.5 µM), inactives show at the top dose activity change, negative = inhibition, most hits filed as inhibitors | 380,000 tested, 0.043% active; note: potency is the fitted concentration of half-maximal effect; % is set by controls: 0 for no effect and ±100 for the full control effect; nearly all actives have a fitted effect of over 60% in size
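Recombinant glycosomal PGK reaction used 1,3-bisphosphoglycerate generated in-well by GAPDH (100nM final) in 100mM TEA pH 7.6, 5mM MgCl2, 0.01% Tween-20. After 60 minutes at room temperature, ATP was read by Kinase-Glo Plus luminescence end-point.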
HP1b chromo inh – HTS for Inhibitors of HP1-beta Chromodomain Interactions with Methylated Histone Tails; Potency, µM (highest dose often 114 µM), without a hit: top-dose activity change, negative = inhibition, most hits filed as inhibitors; 390,000 tested, 0.56% active; AlphaScreen HP1-beta / biotin-H3K9me3 peptide binding; AID 540317, 2011; note: potency is the fitted concentration of half-maximal effect; nearly all actives have a fitted effect of over 70% in size; inactives centre near 23
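HP1-beta protein (50 nM final) preincubated 30 min at room temperature with biotinylated H3(1-18)K9me3 peptide (50 nM) in PBS pH 7.4, 0.01% Tween-20, then compound added for 30 min. AlphaScreen streptavidin donor/nickel chelate acceptor beads (10 ug/mL final), 30 min dark, luminescence read.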
G9a block – qHTS Assay for Inhibitors of Histone Lysine Methyltransferase G9a; Histone-lysine N-methyltransferase EHMT2 (Homo sapiens), Q96KQ7; G9a H3K9 monomethylation, AlphaScreen, 2 h; Potency, µM (doses to about 102 µM), for inactives: top-dose activity, negative = inhibition, hits mostly inhibitors; 350,000 tested, 8.8% active; note: potency is the fitted concentration of half-maximal effect; % is set by controls: 0 for no effect and ±100 for the full control effect; nearly all actives have a fitted effect of over 75% in size
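Methyltransferase reactions run at room temperature for 2 h (20 nM enzyme, 500 nM biotin-H3K9 peptide, 20 uM SAM) after a 15 min compound preincubation; product detected by AlphaScreen beads and anti-H3K9me1 antibody.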
JMJD2A Tudor – qHTS Assay for Inhibitors of JMJD2A-Tudor Domain; Potency, µM (series often up to 114 µM), without a hit: at the top dose activity change, negative = inhibition, most hits filed as inhibitors; Lysine-specific demethylase 4A (Homo sapiens), O75164; AlphaScreen JMJD2A-Tudor / H3K4me3 peptide binding; 390,000 tested, 4.4% active; AID 504339, 2011; note: potency is the fitted concentration of half-maximal effect; % is set by controls: 0 for no effect and ±100 for the full control effect; nearly all actives have a fitted effect of over 50% in size
ERG Ets-DNA blk – qHTS for Small Molecule Inhibitors of the ERG Ets/DNA interaction | Transcriptional regulator ERG (Homo sapiens), P11308 | fluorescence polarization, His-ERG Ets domain / labelled DNA | Potency, µM (highest dose often 76.9 µM), without a hit: top-dose FP activity, negative = inhibition, usual class: inhibitors | 370,000 tested, 0.028% active | AID 624246, 2012; active = well fitted inhibition curve with a large enough effect in the polarisation, with a control signal flat; inconclusive = small, poorly fitted or top-dose-only effect, or effect the other way, or a change in a side signal; inactive = no such curve, though single readings can be large or run the other way; the % refers to the polarisation;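 note: polarization taken with two DNA probes labelled with fluorescein and Texas red; potency is the fitted concentration of half-maximal effect; % of control where 0% means no effect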
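His-tagged ERG Ets domain (1 uM in the protein solution; 300mM KCl, 50mM Tris-HCl, 1mM EDTA, 1mM DTT, pH 7.5) received compound, then a probe mix of 5 nM fluorescein-DNA and 100nM Texas-615-DNA. Fluorescence polarization was read for both dyes.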
GLS inh – qHTS for Inhibitors of Glutaminase (GLS) | Glutaminase kidney isoform, mitochondrial (Homo sapiens), O94925 | GLS enzymatic activity, qHTS titration | Potency, µM (highest dose often 45.5 µM), for the others: at the top dose activity change, negative = inhibition, actives largely listed as inhibitors | 410,000 tested, 0.21% active | AID 624170, 2012; note: potency is the fitted concentration of half-maximal effect; % is set by controls: 0 for no effect and ±100 for the full control effect
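Compounds were pin-transferred onto hKGA, after which L-glutamine (1 mM solution) and a detection mix of glutamate oxidase, HRP and Amplex Red were added. Initial and 30 min RT fluorescence reads were collected.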
Numbers without * were called inactive; i = inactive; ? = inconclusive; / = no result given; & = joins results of further samples; [ ] = dose if it differs, or a comment. Unless noted, calls come from the whole dose curve; as a rule, active = well fitted curve in the direction sought with a large enough effect; inconclusive = small, poorly fitted or top-dose-only effect, or another doubt; inactive = no such curve, though single readings can be large; an effect the other way counts as inactive or inconclusive. Not all compounds are listed (hit frequency here may not be typical).

SMILES | Pin1 inh | BAZ2B inh | PI4K2A block | Tb PGK inh | HP1b chromo inh | G9a block | JMJD2A Tudor | ERG Ets-DNA blk | GLS inh
C/C1=C\[C@@H](C)C/C=C/[C@H]2[C@@H]3O[C@]3(C)[C@@H](C)[C@H]3[C@H](Cc4c[nH]c5ccccc45)NC(=O)[C@]32C(=O)/C=C/C(=O)[C@@H]1O | 2% | ? | -8 | -11% | 22% | -21%[59 µM] | -24% | -7% | -26%
Cc1nnc(NC(=O)c2cccn(Cc3cccc(F)c3)c2=O)s1 | -3% | 3% | -2 | i | 12% | 13%[59 µM] | -14% | -6% | -8%
CC[C@@H](CO)C1CC2NC3CC4(c5ccccc5N(C)[C@@H]24)C(O)C31 (stereo partly drawn) | -4% | / | 0 | -1% | 23% | / | -23% | 5% | 31%[activator]
COC(=O)CCCCCCCCC(O)C[N+]1(C)CCOCC1 (stereo not drawn) | -1% | -15% | -5 | 9% | 3% | ? | 5% | 7% | 0%
CCCCCCN=C(CC)c1c(O)n(CCCC)c(=O)[nH]c1=O | 0% | 6% | 2 | -4% | 52% | -25%[12.7 µM] | 7% | 12% | -1%
O=c1[nH]c(CN2CC=C(c3ccccc3)CC2)nc2scc(-c3ccccc3)c12 | ? | -7% | 2 | -6% | 19% | 14%[59 µM] | -27% | -6% | -19%
Cc1cc(C=O)c(C)n1C1CCCCC1 | -1% | -36% | 3 | i | -12% | -18% | -13% | -3% | 0%
COc1ccc(C(=O)C2CCCN(Cc3ccon3)C2)cc1OC (stereo not drawn) | -3% | 2% | 1 | -7% | 24% | -1% | -1% | 4% | 8%
CN1CCN(c2ccc([N+](=O)[O-])c3no[n+]([O-])c23)CC1 | ? | ? | ? | -17% | ? | 5%[12.7 µM] | -29% | ? | -4%
Cc1ccc(C)c(-c2nnc(NC(=O)C3=COCCO3)o2)c1 | -8% | ? | -3 | -9% | 81%[activator] | 33% | 0% | -9% | -9%
O=C(COc1ccccc1F)N1CCN(Cc2cc(=O)n3nc(-c4ccccc4Cl)sc3n2)CC1 | 6% | 18% | 0 | 0% | 23%[57 µM] | 51%[activator][59 µM] | -16% | 2% | 1%
c1ccc2c(c1)Nc1ccccc1S2 | -5% | 13µM* | 5 | -2% | ? | 13µM* | ? | -16% | 4%
CC(=O)O[C@H]1CC[C@@]2(C)[C@H](C1)C(=O)C[C@H]1[C@@H]3CC[C@@H]4[C@@H](CN5C[C@@H](C)CC[C@H]5[C@@]4(C)O)[C@@H]3C[C@@H]12 | 8% | -3% | -4 | 0% | 32%[activator] | -38% | -1% | 3% | 2%
CC1CCCN(C(=O)c2ccc(N3CC4CC(C3)c3cccc(=O)n3C4)c([N+](=O)[O-])c2)C1 (stereo not drawn) | 3% | 3% | -4 | -5% | 19% | -3%[59 µM] | -23% | / | 8%
CCC(=O)Nc1ccc(Cl)c(Cl)c1 | 2% | / | 2 | 2% | 42%[activator] | / | -1% | -4% | 2%
CSc1ncc(CN2CCCC(C(=O)c3sccc3C)C2)cn1 (stereo not drawn) | 5% | -3% | -2 | 0% | 14% | -5% | -16% | -1% | 3%
OC(CNC1CCCCC1)c1ccccc1 (stereo not drawn) | -19% | 4% | -7 | -10% | 43%[activator] | 2%[12.7 µM] | -6% | -8% | -19%
Cn1c(=O)oc2cc(NC(=O)CCl)ccc21 | -3% | 2% | -8 | -6% | 54%[activator] | -6%[12.7 µM] | -15% | 18% | 9%
CCN1C[C@]2(CO)CC[C@H](OC)[C@@]34C5C[C@H]6[C@H](OC)C5[C@](O)(C[C@H]6OC)[C@@H](C(OC)C23)[C@@H]14 (stereo partly drawn) | 4% | / | 0 | i | 27% | / | -3% | -20% | 13%
O=C(c1ccccc1)c1cn(CC(=O)N2CCCc3ccccc32)c2ccccc12 | 9% | -2% | -3 | -2% | 8% | 15%[59 µM] | -17% | -8% | 1%
O=C1N(c2cccc(Cl)c2)C(c2cccnc2)N2CCCN12 (stereo not drawn) | -7% | -6% | -2 | -9% | 37% | -6% | 5% | -15% | 5%
N#CC1=C(N)Oc2c(c(=O)oc3ccccc23)C1c1ccccc1OC(=O)c1cccs1 (stereo not drawn) | 23% | 8% | -2 | i | 42%[activator] | -10% | -4% | -14% | -8%
COCCCN=Cc1c(O)[nH]c(=S)[nH]c1=O | 4% | -1% | 0 | i | 87%[activator] | 6% | -6% | 0% | -3%
CCn1c(O)c(/C=N/NC(=O)c2ccncc2)c(=O)[nH]c1=S | ? | 35µM* | 1 | -2% | 48%[activator] | -22%[59 µM] | 71µM* | 62%[activator] | -1%
Cc1ccc2c(c1)c(=O)c1c3n2CCN(CC2CO2)C3CC1 (stereo not drawn) | -12% | 4% | -6 | -9% | 76%[activator] | -6% | -5% | 1% | -1%
CCCCn1c(O)c(/C=C2\C=Nc3ccccc32)c(=O)[nH]c1=O | ? | -5% | -17 | 3% | 13% | 71µM* | -22% | -4% | 2%
CCOP(=O)(OCC)c1cc(C)c(O)c(C(C)(C)C)c1 | -10% | -4% | -2 | -3% | 12% | 14% | -25% | 27% | 20%
CN1C(=O)N(C)C(=O)C(NS(=O)(=O)c2ccc(N)cc2)(c2ccccc2)C1=O | ? | / | -5 | -12% | 31% | / | 0% | / | -1%
Cc1c(Br)c(=O)oc2cc(OCC(=O)N3C[C@H]4C[C@@H](C3)c3cccc(=O)n3C4)ccc12 | -9% | 1% | 0 | -9% | 38% | -8%[12.7 µM] | -8% | -2% | 0%
COc1ccc(NP(=O)(Nc2ccc(OC)cc2)Oc2ccccc2)cc1 | 5% | -2% | 8 | 0% | -7% | -12% | -10% | -3% | 14%
CC(=O)O[C@H]1C(=O)[C@@]2(C)C([C@H](OC(=O)c3ccccc3)[C@]3(O)C[C@H](OC(=O)[C@H](O)[C@@H](NC(=O)Cc4ccccc4)c4ccccc4)C(C)=C1C3(C)C)[C@]1(OC(C)=O)CO[C@@H]1C[C@@H]2O (stereo partly drawn) | -4% | -3% | 7 | -2% | 23% | -12%[12.7 µM] | -22% | -4% | -8%
CCOC(=O)CC1=C(C(=O)OCC)C2(C(=O)Nc3ccccc32)C(C#N)=C(N)O1 (stereo not drawn) | -12% | -3% | 0 | -1% | 30% | -29%[12.7 µM] | -6% | -1% | -4%
COC(=O)C1=C(c2cccc(OCc3ccccc3)c2)C[C@@H]2CC[C@H]1N2C(=O)NCCOc1ccccc1 | 0% | -1% | -3 | 6% | 27% | 21%[2.33 µM] | -30% | 6% | 0%
C#CCOC(=O)C1=CCCN(C)C1 | -4% | ? | 4&1 | 0% | 38%[activator] | -1%[59 µM] | -12% | -3% | 5%
Cc1ccc2c(c1)C(Cc1nc3ccccc3c(=O)n1-c1ccc(Br)cc1)C(=O)N2 (stereo not drawn) | -13% | -26% | -5 | / | 13% | 1%[59 µM] | -25% | -4% | 5%
CN(C)c1ccc(C2C3C=CC(C3)C2(C#N)C(=O)O)c(Br)c1 (stereo not drawn) | -11% | -18% | 1 | -1% | 8% | ? | -26% | 8% | 4%
COc1ccc(N2C(=O)CS(=O)C(c3ccccc3)C2=O)cc1 (stereo not drawn) | 1% | ? | -10 | -11% | 13µM* | 0.71µM* | 8.9µM* | 10% | -2%
COc1ccc(N2CCN(C(CNC(=O)Oc3ccccc3)c3cccnc3)CC2)cc1 (stereo not drawn) | 4% | ? | -1 | 1% | -7% | ? | ? | / | 37%[activator]
Nc1ccc(Br)cc1C(=O)c1ccccc1 | -7% | / | 10 | -3% | 30% | -40% | -11% | 0% | -10%
O=C(O)C1(c2ccc(Cl)cc2)CCC1 | -3% | -3% | 0 | 1% | 19% | 6%[12.7 µM] | -12% | -6% | 0%
CNC(=O)COC(=O)c1ccc(-c2nc3ccccc3s2)s1 | 7% | 3% | -10 | 2% | 11% | ? | -3% | -2% | 8%
COC(=O)CC(=O)c1ccc2c(c1)OCO2 | -7%&-2% | / | -3 | -9% | 57%&28%[activator] | / | -1%&-8% | 4% | 0%
COC(=O)C1=C(c2cccc(C#N)c2)C[C@@H]2CC[C@H]1N2C(=O)NCc1cccc2ccccc12 | 1% | -6% | -1 | -7% | 24% | -4%[2.33 µM] | -25% | 6% | 2%
CC(=O)N1CC(=O)Nc2ccc(Br)cc2C1c1ccc(F)cc1 (stereo not drawn) | 1% | 2% | 5 | 1% | 8% | 14% | -5% | 10% | 2%
CC(C)C1(C)N=C(c2ncccc2C(=O)O)NC1=O (stereo not drawn) | -1% | 28µM* | -1 | -5% | -3% | 32µM* | 22µM* | / | 0%
Nc1ccccc1Cl | -8% | -1% | -1 | -3% | 26% | 6%[0.501 µM] | -10% | 7% | 0%
